Screening results: PubChem BioAssay, National Center for Advancing Translational Sciences (NCATS)
12-LOX inh: Primary qHTS assay for inhibitors of human arachidonate 12S-lipoxygenase (ALOX12): Round 2 | Polyunsaturated fatty acid lipoxygenase ALOX12 (Homo sapiens), P18054 | Potency, µM (titrated, usually from 108 µM), without a hit: at the top dose activity change, negative = inhibition, actives largely listed as inhibitors | hit rate 1.1% among 580,000 | purified 12hLO, xylenol orange hydroperoxide absorbance; note: % is set by controls: 0 for no effect and ±100 for the full control effect
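Purified human 12hLO at 150 nM in 25 mM Hepes, 0.01% Triton X-100, pH 7.0, preincubated 15 min at room temperature with compound. Reaction started with 40 uM arachidonic acid, 30 min at room temperature. Hydroperoxide measured by Fe-xylenol orange, 573/405 nm absorbance ratio.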
TrxR1 substrate: qHTS Assay for Substrates of Mammalian Selenoprotein Thioredoxin Reductase 1 (TrxR1): qHTS; Thioredoxin reductase 1, cytoplasmic (Rattus norvegicus), O89049; purified TrxR1 substrate turnover, NADPH consumption readout; Potency, µM (highest dose often 114 µM), without a hit: top-dose activity change, negative = substrate turnover; hit rate 0.01% among 390,000; note: % is set by controls: 0 for no effect and ±100 for the full control effect; nearly all actives have a fitted effect of over 50% in size
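Rat TrxR1, dispensed at 90 nM, was prereduced with 400 uM NADPH (final) for 5 min at ~22 deg C, then incubated with compound 15 min before 400 uM selenite. A first-read NADPH fluorescence drop versus no-compound background flagged substrates.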
Vif-A3F inh: qHTS for Inhibitors of Vif-A3F Interactions: qHTS | Potency, µM (titrated, usually from 46.1 µM), for inactives: at the top dose activity, negative = active | HeLa A3F-eYFP + Vif (tagged APOBEC3F with the HIV-1 protein that degrades it), YFP fluorescence increase | hit rate 0.2% among 390,000 | AID 602313, 2012; note: % of control where 0% means no effect; nearly all actives have a fitted effect of over 65% in size
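HeLa cells stably expressing Vif plus C-terminally eYFP-tagged A3F were seeded, incubated overnight at 37 deg C, dosed with compound, incubated overnight again at 37 deg C. Yellow fluorescence (Ex 488/Em 500-530) reported blocked Vif-mediated A3F-eYFP degradation.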
mIDH1 inhibitor: qHTS for Inhibitors of mutant isocitrate dehydrogenase 1 (IDH1): qHTS; hit rate 0.093% among 390,000; IDH1-R132H enzyme, NADPH consumption, diaphorase/resazurin fluorescence; Potency, µM (titrated, usually from 76.6 µM), for the others: at the highest dose activity change, negative = inhibition, usual class: inhibitors; AID 602179, 2012; note: % is set by controls: 0 for no effect and ±100 for the full control effect; nearly all actives have a fitted effect of over 65% in size
Target sequence (O75874 whole entry R132H, stated change not applied): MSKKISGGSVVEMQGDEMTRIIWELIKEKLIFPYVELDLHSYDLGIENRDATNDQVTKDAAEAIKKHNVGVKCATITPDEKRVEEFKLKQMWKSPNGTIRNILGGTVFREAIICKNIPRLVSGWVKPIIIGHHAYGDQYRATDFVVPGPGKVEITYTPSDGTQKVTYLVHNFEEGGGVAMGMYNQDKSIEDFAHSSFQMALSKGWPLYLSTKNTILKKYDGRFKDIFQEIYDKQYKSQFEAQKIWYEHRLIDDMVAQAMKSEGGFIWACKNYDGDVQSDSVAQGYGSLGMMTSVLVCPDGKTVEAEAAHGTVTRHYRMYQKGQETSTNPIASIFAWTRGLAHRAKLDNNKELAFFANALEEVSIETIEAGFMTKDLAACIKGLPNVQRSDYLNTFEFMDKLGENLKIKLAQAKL
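IDH1-R132H (0.5 ug/mL) preincubated 30 min with compound, then NADPH (0.016 mM) and alpha-KG (2 mM) added; 80 min at RT, pH 7.5. Remaining NADPH coupled via diaphorase/resazurin to fluorescence (540/590 nm); concentration-response curves normalized to no-enzyme control.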
Vif-A3G inh: qHTS for Inhibitors of Vif-A3G Interactions: qHTS; DNA dC->dU-editing enzyme APOBEC-3G (Homo sapiens), Q9HC16; HeLa A3G-eYFP + Vif (tagged APOBEC3G with the HIV-1 protein that degrades it), YFP fluorescence, overnight; Potency, µM (titrated, usually from 46.1 µM), without a hit: at the top dose activity, negative = active, usual class: inhibitors; hit rate 0.076% among 410,000;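 note: % is set by controls: 0 for no effect and ±100 for the full control effect; nearly all actives have a fitted effect of over 60% in size; hits raise eYFP signal because A3G escapes Vif-driven loss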
Target sequence (Q9HC16 whole entry, looked up): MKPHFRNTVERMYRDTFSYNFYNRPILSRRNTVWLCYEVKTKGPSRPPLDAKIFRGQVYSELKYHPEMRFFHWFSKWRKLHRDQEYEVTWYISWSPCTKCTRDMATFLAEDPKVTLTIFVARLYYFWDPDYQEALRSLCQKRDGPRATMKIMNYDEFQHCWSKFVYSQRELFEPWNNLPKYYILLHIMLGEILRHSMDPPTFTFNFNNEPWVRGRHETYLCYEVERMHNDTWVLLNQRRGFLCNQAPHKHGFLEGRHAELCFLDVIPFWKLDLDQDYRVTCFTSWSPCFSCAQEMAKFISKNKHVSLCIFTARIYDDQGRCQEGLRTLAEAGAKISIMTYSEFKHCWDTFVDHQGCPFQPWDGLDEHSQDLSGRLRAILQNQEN
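HeLa cells stably expressing Vif and C-terminally eYFP-tagged A3G, seeded overnight at 37 deg C, then exposed to compound by pintool overnight at 37 deg C. Rise in yellow fluorescence (Ex 488/Em 500-530, Acumen) marks blocked Vif-driven A3G degradation.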
RGS4 inhibitor: Inhibitors of Regulator of G Protein Signaling (RGS) 4: qHTS; Transcreener GDP fluorescence polarization, RGS4-accelerated GTP hydrolysis; Potency, µM (top dose mostly 114 µM), for inactives: at the top dose activity change, negative = inhibition, actives largely listed as inhibitors; AID 504845, 2011; Regulator of G-protein signaling 4 (Homo sapiens), P49798; hit rate 0.039% among 390,000; note: % is set by controls: 0 for no effect and ±100 for the full control effect; nearly all actives have a fitted effect of over 75% in size; some results filed as inactive show a strong effect at the top dose
Target sequence (P49798 whole entry, looked up): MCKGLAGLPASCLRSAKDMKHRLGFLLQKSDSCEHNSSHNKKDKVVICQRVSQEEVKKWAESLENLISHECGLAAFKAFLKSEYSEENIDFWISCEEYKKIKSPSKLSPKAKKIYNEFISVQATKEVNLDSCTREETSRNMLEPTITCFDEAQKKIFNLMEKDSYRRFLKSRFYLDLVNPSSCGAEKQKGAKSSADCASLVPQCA
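MLSMR compounds (23 nl, pin-transferred) preincubated 10 min at room temperature with a 500nM (2x) first reagent, then RGS4 at 900nM (2x) plus Transcreener GDP mix added; fluorescence polarization (620/688 nm) read before and after 90 min at 30 °C.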
TrxR1 inh: qHTS Assay for Inhibitors of Mammalian Selenoprotein Thioredoxin Reductase 1 (TrxR1): qHTS. Thioredoxin reductase 1, cytoplasmic (Rattus norvegicus), O89049. Potency, µM (top dose mostly 114 µM), for inactives: top-dose activity change, negative = inhibition, usual class: inhibitors. hit rate 1% among 390,000. recombinant rTrxR1, NADPH fluorescence consumption, selenite substrate; note: % is set by controls: 0 for no effect and ±100 for the full control effect; nearly all actives have a fitted effect of over 65% in size
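Rat TrxR1 (90 nM in the dispensed reagent) was pre-reduced with 400 uM NADPH for 5 min at room temperature, then incubated with compound for 15 min. After 400 uM selenite was added, NADPH fluorescence (Ex 340/Em 450 nm) was followed for 8 min.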
RXFP1 agonist: qHTS Assay for Agonists of the Relaxin Receptor RXFP1 | Relaxin receptor 1 (Homo sapiens), Q9HBX9 | HEK293T-RXFP1 cAMP TR-FRET, 30 min; response scale: percent of porcine relaxin response, buffer zero | Potency, µM (doses to about 57.5 µM), for the others: at the top dose activation, actives largely listed as activators | hit rate 0.3% among 370,000 | AID 2676, 2010; note: % is set by controls: 0 for no effect and ±100 for the full control effect; nearly all actives have a fitted effect of over 60% in size; many of its hits are not listed in these tables
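HEK293 cells stably expressing RXFP1, treated 30 min at 37C with compounds plus PDE4 inhibitor Ro 20174; cAMP measured by HTRF TR-FRET. Normalized to buffer and 29 nM porcine relaxin; EC50 by Hill fit.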
USP1 inh: Inhibitors of USP1/UAF1: Primary Screen; Ubiquitin carboxyl-terminal hydrolase 1 (Homo sapiens), O94782; recombinant USP1/UAF1, Ub-Rhodamine cleavage fluorescence; Potency, µM (titrated, usually from 57.1 µM), without a hit: at the top dose activity change, negative = inhibition, actives largely listed as inhibitors; hit rate 0.23% among 390,000; AID 743255, 2014; note: % is set by controls: 0 for no effect and ±100 for the full control effect; nearly all actives have a fitted effect of over 60% in size; inactives centre near -12
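High-throughput fluorogenic screen: 1nM USP1/UAF1 complex, Ub-Rho substrate 150nM final, 50mM HEPES pH 7.8 with 0.5mM EDTA, 0.1 mg/ml BSA, 1mM TCEP and 0.01% Tween-20.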
An asterisk follows results filed as active; [ ] = remark or other dose. Calls come from the whole dose curve; as a rule, active = well fitted curve in the direction sought with a large enough effect; inconclusive = small, poorly fitted or top-dose-only effect, or another doubt; inactive = no such curve, though single readings can be large; an effect the other way counts as inactive or inconclusive. Potency is the fitted concentration of half-maximal effect. These rows are one share of the data, so the mix of outcomes need not match the whole.

Screening CN1CCN(c2nc(-c3ccccc3Cl)nc3ccccc23)CC1 returned 12-LOX inh -12.6%, TrxR1 substrate -2.3%, Vif-A3F inh 3.3%, mIDH1 inhibitor 0.0%, Vif-A3G inh -0.3%, RGS4 inhibitor -7.4%, TrxR1 inh 14.5%, RXFP1 agonist 2.2% and USP1 inh -17.9%.
`Cn1ncc2c(NCc3cccc(Cl)c3)ncnc21` gave 12-LOX inh -61.1%, TrxR1 substrate -5.4%[57.1 µM], Vif-A3F inh 1.1%, mIDH1 inhibitor -1.2%, Vif-A3G inh -1.0%, RGS4 inhibitor 5.6%, TrxR1 inh -5.2%[57.1 µM], RXFP1 agonist 11.1% and USP1 inh -12.9%.
For COc1ccc(CC(=O)O/N=C(\N)c2ccccn2)cc1 the results were 12-LOX inh 326.8%[activator], TrxR1 substrate 6.0%, Vif-A3F inh 0.3%, mIDH1 inhibitor -9.6%, Vif-A3G inh 3.0%, RGS4 inhibitor -9.4%, TrxR1 inh 23.6%, RXFP1 agonist -0.7% and USP1 inh -20.7%.
For CCCCN(C(=O)C1=NN(c2ccccc2)C(=O)CC1)c1c(N)n(CC(C)C)c(=O)[nH]c1=O the results were 12-LOX inh inconclusive, TrxR1 substrate -11.4%, Vif-A3F inh 2.8%, mIDH1 inhibitor -5.7%, Vif-A3G inh 8.0%, RGS4 inhibitor -3.5%, TrxR1 inh -15.6%, RXFP1 agonist 0.2% and USP1 inh -6.6%.
`COc1ccc(CCNC(=O)c2cc(Nc3ccccc3)nc3ccccc23)cc1OC` gave 12-LOX inh -15.5%, TrxR1 substrate -12.2%[57.1 µM], Vif-A3F inh 0.2%, mIDH1 inhibitor -5.4%, Vif-A3G inh -3.2%, RGS4 inhibitor -11.3%, TrxR1 inh 5.0%[57.1 µM], RXFP1 agonist 0.6% and USP1 inh -11.9%.
For Cc1c(NC(=O)/C(=C/c2cccs2)c2cccs2)c(=O)n(-c2ccccc2)n1C the results were 12-LOX inh inconclusive, TrxR1 substrate -12.8%, Vif-A3F inh -6.9%, mIDH1 inhibitor 5.0%, Vif-A3G inh -2.9%, RGS4 inhibitor -35.8%, TrxR1 inh 14.5%[57.1 µM], RXFP1 agonist -0.6% and USP1 inh -15.1%.
`O=C1CCC(=O)N1c1ccc(NCc2ccccc2Cl)c([N+](=O)[O-])c1` gave 12-LOX inh inconclusive, TrxR1 substrate -3.5%, Vif-A3F inh 2.6%, mIDH1 inhibitor -10.6%, Vif-A3G inh -0.1%, RGS4 inhibitor 19.5%, TrxR1 inh 5.5%, RXFP1 agonist -0.4% and USP1 inh -23.3%.
COc1ccc(C(=O)c2ccccc2Cl)cc1 was read as 12-LOX inh 130.8%[activator], TrxR1 substrate -8.6%, Vif-A3F inh -1.6%, mIDH1 inhibitor 5.3%, Vif-A3G inh -6.7%, RGS4 inhibitor -9.9%, TrxR1 inh -0.5%[57.1 µM], RXFP1 agonist 0.5% and USP1 inh -10.4%.
`O=C(CCCc1ccccc1)Nc1ccc(S(=O)(=O)N2CCOCC2)cc1` gave 12-LOX inh -4.7%, TrxR1 substrate -1.0%, Vif-A3F inh -2.5%, mIDH1 inhibitor 6.4%, Vif-A3G inh -5.8%, RGS4 inhibitor 3.5%, TrxR1 inh 15.8%, RXFP1 agonist -0.7% and USP1 inh -16.5%.
Screening Cc1ccc(C)c(C(=O)n2cnnc2N)c1 returned 12-LOX inh 22.3%, TrxR1 substrate -2.7%[57.1 µM], Vif-A3F inh 3.2%, mIDH1 inhibitor 0.5%, Vif-A3G inh -0.7%, RGS4 inhibitor 28.6%, TrxR1 inh -4.1%[57.1 µM], RXFP1 agonist 0.1% and USP1 inh 1.9%.
For O=C(/C=C/c1ccc(F)cc1)N1CCc2ccccc2C1 the results were 12-LOX inh inconclusive, TrxR1 substrate -1.3%, Vif-A3F inh 2.2%, mIDH1 inhibitor -1.7%, Vif-A3G inh -17.4%, RGS4 inhibitor -7.3%, TrxR1 inh 8.0%, RXFP1 agonist 0.2% and USP1 inh inconclusive.
CC(C)(CC(=O)O)CC(=O)NCc1c(Cl)cccc1Oc1ccccc1 was read as 12-LOX inh 0.0%, TrxR1 substrate -8.9%, Vif-A3F inh 9.6%, mIDH1 inhibitor 0.9%, Vif-A3G inh -3.5%, RGS4 inhibitor -0.9%, TrxR1 inh -11.0%, RXFP1 agonist -0.4% and USP1 inh -23.7%.
Cc1c(NC(=O)c2ccc(NS(=O)(=O)c3ccccc3)cc2)c(=O)n(-c2ccccc2)n1C was read as 12-LOX inh 3.4%, TrxR1 substrate 14.4%, Vif-A3F inh 0.3%, mIDH1 inhibitor 8.5%, Vif-A3G inh 0.1%, RGS4 inhibitor 5.4%, TrxR1 inh 35.4%[activator], RXFP1 agonist -1.8% and USP1 inh -3.0%.
`COc1ccc(-c2nc(C#N)c(NC(C)c3ccccc3)o2)cc1OC` (configuration not stated) gave 12-LOX inh 0.0%, TrxR1 substrate 136.8%[activator], Vif-A3F inh -9.5%, mIDH1 inhibitor 0.4%, Vif-A3G inh -0.5%, RGS4 inhibitor -26.3%, TrxR1 inh -5.0%, RXFP1 agonist 9.4% and USP1 inh -22.1%.
N#CCSc1nc(-c2ccccc2)c2cc(Cl)ccc2n1 was read as 12-LOX inh 7.6%, TrxR1 substrate 2.5%, Vif-A3F inh -11.4%, mIDH1 inhibitor -0.1%, Vif-A3G inh -0.1%, RGS4 inhibitor -7.8%, TrxR1 inh -6.5%, RXFP1 agonist 22.3% and USP1 inh -21.0%.
O=C(CCn1cnc2ccccc21)N/N=C/C=C/c1ccccc1 was read as 12-LOX inh 87.5%[activator], TrxR1 substrate -8.1%, Vif-A3F inh 1.4%, mIDH1 inhibitor -1.9%, Vif-A3G inh -9.2%, RGS4 inhibitor 2.4%, TrxR1 inh -8.1%, RXFP1 agonist 0.6% and USP1 inh -24.8%.
`C=CCn1c2ccccc2c2nnc(SCC(=O)OC)nc21` gave 12-LOX inh -9.1%, Vif-A3F inh -8.5%, mIDH1 inhibitor 1.8%, Vif-A3G inh 1.6% and USP1 inh -14.5%.
CCOC(=O)CCSc1nc(C)c2cc(C)c(C)cc2n1 was read as 12-LOX inh 407.0%[activator], TrxR1 substrate -2.9%, mIDH1 inhibitor 7.3%, Vif-A3G inh -6.5%, RGS4 inhibitor inconclusive, TrxR1 inh -2.1%, RXFP1 agonist 0.4% and USP1 inh -20.1%.
`CCCCCOCC1CC(C/C(C)=N/NC(N)=S)C(=O)O1` (configuration not stated) gave 12-LOX inh -9.6%, TrxR1 substrate 8.1%[57.1 µM], Vif-A3F inh -10.6%, mIDH1 inhibitor 3.0%, Vif-A3G inh 0.0%, RGS4 inhibitor inconclusive, TrxR1 inh 17.8%[57.1 µM], RXFP1 agonist 0.3% and USP1 inh -17.2%.
NNC(=O)c1ccc(N2CCCCCC2)c([N+](=O)[O-])c1 was read as 12-LOX inh 8.9%, TrxR1 substrate -3.1%[57.1 µM], Vif-A3F inh 8.5%, mIDH1 inhibitor 0.5%, Vif-A3G inh inconclusive, RGS4 inhibitor -34.6%, TrxR1 inh 10.3%[57.1 µM], RXFP1 agonist 1.3% and USP1 inh -19.9%.
Screening CCN(CC)c1ccc(N2C(=O)C3CCCCC3C2=O)cc1[N+](=O)[O-] (configuration not stated) returned 12-LOX inh 10.9%, TrxR1 substrate -4.9%, Vif-A3F inh 0.8%, mIDH1 inhibitor -0.7%, Vif-A3G inh -4.4%, RGS4 inhibitor -13.0%, TrxR1 inh -2.4%, RXFP1 agonist 0.1% and USP1 inh -22.5%.
`O=C1CC(N2CCN(C3CCc4ccccc4C3)CC2)C(=O)N1c1ccccc1` (configuration not stated) gave 12-LOX inh 3.2%, TrxR1 substrate 2.3%, Vif-A3F inh -3.6%, mIDH1 inhibitor 8.9%, Vif-A3G inh -6.9%, RGS4 inhibitor 8.4%, TrxR1 inh 12.7% and USP1 inh -3.2%.
COc1ccc([C@H]2CC(=O)C=C(c3ccc(Cl)c(C(F)(F)F)c3)C2)cc1 was read as 12-LOX inh inconclusive, TrxR1 substrate 0.8%, Vif-A3F inh -6.2%, mIDH1 inhibitor 10.0%, Vif-A3G inh 1.5%, RGS4 inhibitor 7.0%, TrxR1 inh 23.1%, RXFP1 agonist -1.0% and USP1 inh -23.9%.
